NPC1 prom act = qHTS Assay for NPC1 Promoter Activators. Huh7 NPC1 promoter luciferase reporter, 24 h. Potency, µM (titrated, usually from 9.22 µM), without a hit: at the highest dose activation, hits mostly activators. hit rate 2.4% among 320,000;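 also: potency is read from the fitted curve at half-maximal effect; % of control where 0% means no effect; nearly all actives have a fitted effect of over 60% in size; reporter is driven by a mutant NPC1 promoter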
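Cells: Huh7 expressing luciferase under the NPC1 promoter, 1500/well. Seeded 2 h, compound added, incubated 24 h at 37 °C. Luciferase reagent, 10 min ambient, then luminescence.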
RORg inh = qHTS for inhibitors of ROR gamma transcriptional activity. Drosophila S2 Gal4-RORgamma UAS-luciferase reporter, 20 h. Potency, µM (top dose mostly 53.6 µM), for the others: at the top dose activity change, negative = inhibition, actives largely listed as inhibitors. hit rate 5.4% among 310,000; also: potency is read from the fitted curve at half-maximal effect; % is scaled to controls: 0 for no effect and ±100 for the full control effect; nearly all actives have a fitted effect of over 60% in size
Target sequence (P51450 whole entry, looked up, the tested form may be a part): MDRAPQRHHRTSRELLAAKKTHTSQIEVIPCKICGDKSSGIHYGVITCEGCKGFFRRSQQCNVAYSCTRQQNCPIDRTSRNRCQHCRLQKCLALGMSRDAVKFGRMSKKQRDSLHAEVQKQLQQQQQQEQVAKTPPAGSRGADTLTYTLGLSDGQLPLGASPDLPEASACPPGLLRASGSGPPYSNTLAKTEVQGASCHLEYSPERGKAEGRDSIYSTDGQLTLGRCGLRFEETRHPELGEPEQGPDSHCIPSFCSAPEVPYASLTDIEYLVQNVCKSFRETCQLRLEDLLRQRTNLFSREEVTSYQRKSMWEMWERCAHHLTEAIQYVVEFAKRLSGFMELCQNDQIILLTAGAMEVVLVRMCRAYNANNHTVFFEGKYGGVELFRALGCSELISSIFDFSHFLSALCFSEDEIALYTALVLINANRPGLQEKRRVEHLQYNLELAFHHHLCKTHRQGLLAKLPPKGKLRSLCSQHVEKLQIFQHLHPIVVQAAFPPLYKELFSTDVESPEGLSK
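Schneider cells (Drosophila), stable Gal4 DBD–ROR gamma + UAS-luc; 1 hr cmpd preincubation; Cu2+ induction 700 uM final; 20 hr ambient; luminescence.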
Giardia kill = Small Molecules that selectively kill Giardia lamblia: qHTS; Giardia lamblia trophozoite viability; activity change, % at 7.66 µM, hits read low; hit rate 0.15% among 340,000; AID 540267, 2011; in the data active = activity change below about -80%; inconclusive = between about -30% and that limit;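 also: parasites exposed to compound for two days anaerobically before the ATP read; % is scaled to controls: 0 for no effect and ±100 for the full control effect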
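ATP-content bioluminescence gauges trophozoite survival. Cells (100/well) receive compound and incubate anaerobically for 48 hrs at 37 deg C; detection reagent follows for 15-30 min at room temperature.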
ELG1 genotoxic = qHTS screen for small molecules that induce genotoxicity in human embryonic kidney (HEK293T) cells expressing luciferase-tagged ELG1 | HEK293T ELG1-luciferase reporter, luminescence, 16 h | hit rate 1.3% among 330,000 | Potency, µM (titrated, usually from 46 µM), for inactives: at the highest dose activity change, positive = activation, hits mostly activators; also: potency is read from the fitted curve at half-maximal effect; % of control where 0% means no effect; nearly all actives have a fitted effect of over 60% in size
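16 hr compound incubation (37 °C, 5% CO2) of HEK293T cells carrying luciferase-tagged ELG1; luciferase then measured by ONE-Glo luminescence after 30 min at RT.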
uPA surface inh = qHTS for Inhibitors of Cell Surface uPA Generation; cell surface uPA generation assay, qHTS; Potency, µM (highest dose often 38.3 µM), without a hit: at the highest dose activity change, negative = inhibition, most hits filed as inhibitors; hit rate 0.31% among 330,000; active = well fitted inhibition curve with a large enough effect; inconclusive = small, poorly fitted or top-dose-only effect; inactive = no such curve, though single readings can be large or run the other way; tested in mouse RAW 264.7 cells; also: potency is read from the fitted curve at half-maximal effect; % is scaled to controls: 0 for no effect and ±100 for the full control effect; nearly all actives have a fitted effect of over 55% in size
Tb PFK inh = qHTS Assay to Find Inhibitors of T. brucei phosphofructokinase; ATP-dependent 6-phosphofructokinase (Trypanosoma brucei brucei), O15648; T. brucei PFK, ADP-Glo luminescence; Potency, µM (series often up to 57.5 µM), inactives show at the highest dose activity, negative = inhibition, hits mostly inhibitors; hit rate 0.17% among 330,000; AID 485367, 2010;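 also: potency is read from the fitted curve at half-maximal effect; 0% = uninhibited 1x PFK enzyme wells and -100% = no-enzyme wells; nearly all actives have a fitted effect of over 60% in size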
Target sequence (O15648 whole entry, looked up): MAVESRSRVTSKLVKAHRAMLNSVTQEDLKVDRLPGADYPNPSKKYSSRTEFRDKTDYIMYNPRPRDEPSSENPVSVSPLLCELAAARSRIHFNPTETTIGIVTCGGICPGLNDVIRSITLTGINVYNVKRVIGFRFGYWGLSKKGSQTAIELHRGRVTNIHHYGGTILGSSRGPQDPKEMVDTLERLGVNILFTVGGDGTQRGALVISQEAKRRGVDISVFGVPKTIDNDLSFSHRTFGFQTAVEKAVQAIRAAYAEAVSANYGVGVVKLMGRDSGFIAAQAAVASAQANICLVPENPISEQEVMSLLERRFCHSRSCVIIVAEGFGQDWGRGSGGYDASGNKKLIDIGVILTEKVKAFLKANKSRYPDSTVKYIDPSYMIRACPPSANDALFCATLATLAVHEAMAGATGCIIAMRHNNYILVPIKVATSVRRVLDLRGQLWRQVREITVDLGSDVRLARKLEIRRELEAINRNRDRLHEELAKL
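Luminescent ADP detection (ADP-Glo, two-step: ATP depletion then ADP-to-ATP conversion for luciferase) reported PFK activity after 45 min room-temperature reaction of 1.25 nM enzyme with 0.5 mM F6P and 0.1 mM ATP at pH 8.0.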
FLuc modulator = qHTS profiling assay for firefly luciferase inhibitor/activator using purifed enzyme and Km concentrations of substrates (counterscreen for miR-21 project); Luciferin 4-monooxygenase (Photinus pyralis), P08659; purified FLuc, Km substrates, luminescence inhibition; Potency, µM (top dose mostly 57.5 µM), for the others: top-dose activity change, negative = inhibition, usual class: inhibitors; hit rate 6.9% among 360,000; AID 588342, 2011;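 also: potency is read from the fitted curve at half-maximal effect; plate controls were vehicle for no effect and reference inhibitor for full effect; nearly all actives have a fitted effect of over 55% in size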
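Purified P. pyralis luciferase, 10 nM final, with Km-level 10 uM D-luciferin and 10 uM ATP in 50 mM Tris acetate pH 7.5, 10 mM Mg acetate, 0.01% Tween-20, 0.05% BSA; 6-point qHTS titration about 60 µM downward; luminescence read.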
Coupling enz = qHTS Assay for Inhibitors of Fructose-1,6-bisphosphate Aldolase from Giardia Lamblia: Coupling assay counterscreen | hit rate 0.67% among 290,000 | coupling enzyme system counterscreen, AmpLite Red fluorescence | AID 2472, 2010 | activity change, negative = inhibition, % at 58.2 µM, hits read low; in the data active = activity change below about -30%; also: % is scaled to controls: 0 for no effect and ±100 for the full control effect
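First, compound is pin-transferred into glyceraldehyde-3-phosphate coupling-enzyme reagent at 57.5 uM final and held 10 min at RT. Next, substrate, coupling system and AmpLite Red are added. After 20 min RT, fluorescence (525/598 nm) is read.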
KCNH2 3.1 inh = qHTS for Inhibitors of KCHN2 3.1: Mutant qHTS; activity change, % (tested at about 1.8 µM); AID 720553, 2013; U2OS KCNH2 3.1, thallium flux FluxOr; stronger effect = lower value; hit rate 0.95% among 340,000; Potassium voltage-gated channel subfamily H member 2, brain isoform KCNH2 3.1 (human);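 active = maximum activity change below -70%; inconclusive = maximum activity change from -70% to -50%; inactive = maximum activity change above -50%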;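 also: thallium influx rate constant from kinetic fluorescence after stimulation buffer; % is scaled to controls: 0 for no effect and ±100 for the full control effect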
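Normalized rate constant (relative to positive and negative DMSO controls) derived from a 2 min kinetic fluorescence read after stimulation; U2OS cells expressing the 3.1 isoform via virus at 1.77 x 10^8 /mL.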
VP16 counter = VP16 counterscreen qHTS for inhibitors of ROR gamma transcriptional activity; Drosophila S2 Gal4-VP16 UAS-luciferase, luminescence, 20 h; Potency, µM (series often up to 53.6 µM), for the others: at the highest dose activity, negative = inhibition, most hits filed as inhibitors; hit rate 3.5% among 310,000;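 also: Gal4-VP16 expression switched on by copper sulfate through the metallothionein promoter; potency is read from the fitted curve at half-maximal effect; % is scaled to controls: 0 for no effect and ±100 for the full control effect; nearly all actives have a fitted effect of over 50% in size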
Rab9 promoter act = qHTS Assay for Rab9 Promoter Activators; Huh7 Rab9 promoter-luciferase reporter, luminescence, 24 h; Potency, µM (doses to about 9.22 µM), for the others: top-dose activation, negative = inhibition, actives largely listed as activators; hit rate 2.8% among 320,000; also: potency is read from the fitted curve at half-maximal effect; % of control where 0% means no effect; nearly all actives have a fitted effect of over 60% in size
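Luminescence read-out: Huh7 cells stably expressing Rab9-luciferase, treated 24 h with compound at 37 °C, then lysed with luciferase reagent for 10 min at ambient before reading.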
Numbers without * were called inactive; ? = inconclusive; · = not tested or not shown; & = joins results of further samples; [ ] = remark or other dose. Unless noted, calls follow the shape of the dose curve; as a rule, active = well fitted curve in the direction sought with a large enough effect; inconclusive = small, poorly fitted or top-dose-only effect, or another doubt; inactive = no such curve, though single readings can be large; an effect the other way counts as inactive or inconclusive.

SMILES	NPC1 prom act	RORg inh	Giardia kill	ELG1 genotoxic	uPA surface inh	Tb PFK inh	FLuc modulator	Coupling enz	KCNH2 3.1 inh	VP16 counter	Rab9 promoter act
C/C(O)=C\c1nc(=O)c2c(C)cc(C)nc2n1-c1ccccc1	-1%	-42%	-13	-1%	-5%	0%	-1%	0	-3	-6%	0%
O=C(NC(=S)NCCC1=CCCCC1)c1ccco1	16%	4.5µM*	11	17%	1%	-5%	?	7	6	?	?
COc1ccc(S(=O)(=O)N2CCN(c3ccccc3OC)CC2)cc1OC	-1%	8%	-6	-3%	1%	0%	2%	7	·	-9%	1%
COc1ccc(C(=O)N/N=C\c2coc3ccc(C)cc3c2=O)cc1	-1%	4%	-8	-20%	7%	-2%	0%	5	3	0%	-2%
O=C(CCn1nnc(-c2cccs2)n1)NCc1ccccc1Cl	0%	13%	28	0%	-5%	1%	0%	2	6	15%	5%
CN(C)S(=O)(=O)N1CCN(c2ccccc2Cl)CC1	1%	22%	3	0%	-2%	4%	-2%	3	18	18%	1%
Cc1nnc(C)n1N1C(=O)c2cccc3cccc(c23)C1=O	0%	-14%	-17	-2%	6%	1%	1%	1	9	4%	-2%
CCn1c(Cc2ccccc2)nnc1SCC(=O)Nc1nc(C)c(C)s1	2%	11%	2	-3%	·	-9%	-1%	-5	1	-10%	2%
CC(=O)N1CCc2c(sc(NC(=O)CCS(=O)(=O)c3ccccc3)c2C(N)=O)C1	3%	-1%	-2	5%	-2%	0%	1%	-2	7	3%	3%
CN(Cc1ccon1)C(=O)CC1C(=O)NCCN1CC1CCCCC1 (stereo not given)	-8%	-21%	-6	-1%	5%	-4%	3%	-4	-6	-6%	-5%
O=C(NCc1cccnc1)C(=O)Nc1ccc([N+](=O)[O-])cc1	1%	5%	2	-1%	2%	3%	-1%	4	4	26%	8%
Cc1ccc(C)c(NC(=O)CN2C(=O)COc3ccc(S(=O)(=O)N4CCCC4)cc32)c1	-2%	-20%	11	0%	-4%	-5%	2%	-1	17	1%	-2%
CC(C)(C)S(=O)(=O)/C(C#N)=C/c1sccc1C1OCCO1	-3%	-1%	-18	-3%	1%	0%	-1%	-1	-4	9%	1%
CCc1ccc(N2C(=O)CC(N3CCC(C(=O)OC)CC3)C2=O)cc1 (stereo not given)	-2%	-32%	18	1%	-2%	-1%	-1%	-2	15	-2%	-4%
CCC(NC(=O)CCc1nnc(-c2cc(C)on2)o1)C12CC3CC(CC(C3)C1)C2 (stereo not given)	-4%	·	17	-1%	1%	2%	-7%	1	-5	·	14%
CC(=O)NNC(=O)c1csc(-c2csc(C)n2)n1	0%	-13%	-6	-1%	0%	1%	-2%	2	-4	-7%	-2%
CCCCCCCCc1nc(=S)[nH][nH]1	-3%	10µM*	2	-7%	1%	-1%	-4%	9	-7	?	-5%
COc1ccc(CCNC(=O)COC(=O)Cc2cccc3ccccc23)cc1	0%	?	4&8	-3%	13%	4%	-1%	-4	5	?	-9%
COCCN(CCOC)Cc1c(C)[nH]c2c(C)c(C)ccc2c1=O	7%	-3%	-4	-2%	-2%	2%	-2%	2	-1	3%	-1%
CCOC(=O)C1CCN(C(=O)CCNC(=O)Cn2ccc3ccccc3c2=O)CC1	1%	0%	10	1%	4%	-1%	2%	1	5	7%	0%
COc1ccc2c(c1)OC[C@H]1[C@H]2N2C(=O)CN(C)C(=O)[C@@]2(C)[C@H]1c1ccccc1	-2%	·	4	-2%	-1%	2%	1%	·	2	·	-5%
COc1ccc(C(CC(=O)Nc2cc(OC)cc(OC)c2)n2cccc2)cc1 (stereo not given)	-4%	?	5	-5%	-4%	0%	-12%	0	3	-4%	-5%
O=C(c1sc2ccccc2c1Cl)N1CCN(CCc2ccccn2)CC1	-4%	-14%	32[activator]	-4%	14%	0%	4%	2	8	-12%	-5%
CCOc1ccccc1C(=O)NC1CCN(Cc2ccccc2)CC1	1%	-27%[1.91 µM]	17	-1%	2%	-5%	3%	8	3	1%	-2%
CCc1nc(SCC(=O)Nc2ccccc2)c2c(=O)n(C)c(=O)n(C)c2n1	1%	-12%	29	23%	4%	2%	5%	·	·	-3%	4%
CC(=O)c1c(C)[nH]c(C(=O)COC(=O)CCSc2ccccc2)c1C	-1%	-19%	5	0%	-2%	0%	4%	0	-7	?	-1%
CCCCCC1CC(CC#CCN2CCOCC2)C(=O)O1 (stereo not given)	-2%	-20%	-1	-1%	8%	-5%	3%	4	-3	1%	-3%
CCc1ccc(S(=O)(=O)N2CCN(C(=O)c3cccnc3)CC2)cc1	-2%	4%[1.91 µM]	13	-1%	-12%	1%	0%	1	2	-10%	0%
CCOC(=O)c1[nH]nc(C(=O)c2ccc(Br)cc2)c1O	14%	?	9	5%	0%	-2%	-3%	-3	-3	2%	17%
Cc1cccc(N2CCN(CCCNC(=O)C3CCCN(c4ncnc5c4nc4n5CCCCC4)C3)CC2C)c1 (stereo not given)	-8%	13%	9	-16%	-13%	-5%	-4%	-5	2	2%	-13%
O=C(NCCc1c[nH]c2ccccc12)C1Cc2ccccc2CN1C(=O)c1ccco1 (stereo not given)	-2%	13%	-1	-3%	3%	0%	-2%	3	-32	-9%	-9%
CN1N=C(C(F)(F)F)CC1=O	-3%	2%	4	7%	2%	0%	-2%	0	6	1%	2%
CCc1ccc(C(=O)NNC(=O)CCN2CCN(Cc3ccccc3)CC2)cc1	-2%	0%	4	0%	0%	0%	0%	2	10	5%	1%
C=CCOC(=O)C1=C(C)NC(=O)NC1c1ccc2c(c1)OCO2 (stereo not given)	-2%	-12%	-4	2%	8%	0%	5%	9	0	-4%	-5%
NNC(=O)C1CC1(c1ccccc1)c1ccccc1 (stereo not given)	-1%	-19%	-6	0%	9%	-7%	-1%	-3	-2	-21%	-4%
CCOC(=O)N1CCN(CCC(=O)Nc2cc(C)ccc2OC)CC1	-3%	8%	-1	1%	0%	0%	0%	1	2	-16%	-1%
O=C(c1ccccc1-n1cccn1)N1CCc2c([nH]c3ccccc23)C1c1ccccn1 (stereo not given)	13%	16%	?	6%	4%	-3%	?	3	2	?	18%
CN(CC(=O)Nc1ccc(F)c(F)c1F)C(=O)CC1OC(=O)c2ccccc21 (stereo not given)	0%	·	-2	-2%	6%	-1%	1%	·	2	·	1%
CCOc1ccc(-c2nc(N)nc(C)c2-c2ccc(Cl)cc2)c(O)c1	1%	-2%	-1	-2%	8%	2%	2%	-1	2	-18%	-1%
COc1ccc(NS(=O)(=O)c2ccc(C)c(C(=O)NCc3cccnc3)c2)cc1	-1%	16%	6	-2%	-3%	0%	3%	·	·	6%	-3%

Quoted from the listing:
FLuc modulator result of NNC(=O)C1CC1(c1ccccc1)c1ccccc1 (stereo not given) → -1%
ELG1 genotoxic result of CC(=O)c1c(C)[nH]c(C(=O)COC(=O)CCSc2ccccc2)c1C → 0%

Carrying on:
SMILES	NPC1 prom act	RORg inh	Giardia kill	ELG1 genotoxic	uPA surface inh	Tb PFK inh	FLuc modulator	Coupling enz	KCNH2 3.1 inh	VP16 counter	Rab9 promoter act
COc1ccccc1C(=O)Nc1nnc(-c2ccc(F)cc2)s1	3.2µM*	41%	-7	14%	-1%	8%	4.8µM*	-5	-12	23%	4.5µM*
COc1ccc(C([O-])=Nc2ccc[n+](-c3nc4ccccc4nc3NS(=O)(=O)c3ccccc3)c2)cc1	-2%	?	·	-9%	·	-1%	-16%	0	·	-7%	-2%
O=C(C1CCN(Cc2ccccc2)CC1)N1CCN(C/C=C/c2ccccc2)CC1	0%	5%	30	-5%	-10%	-2%	2%	1	-23	9%	-6%
COc1ccc(CN(C(=O)c2snc(C(N)=O)c2N)C(C)C(=O)NCc2ccc(F)cc2)cc1 (stereo not given)	-1%	8%	-8	-4%	0%	-4%	7%	1	-14	0%	-8%
CCC(C)[C@H](NC(=O)N1CC(=O)Nc2ccccc21)C(=O)N[C@H](C(=O)O)c1ccccc1 (stereo not given in full)	-6%	2%	-17	3%	7%	2%	0%	·	5	8%	-5%
COc1ccccc1CNS(=O)(=O)c1cc2c3c(c1)CCN3C(=O)CC2	5%	·	-26	-1%	-12%	1%	4%&-8%	·	-8	·	-1%

Screening data from PubChem BioAssay.

The order is random (roughly 14% active in at least one column).
